Source: PubChem BioAssay
SENP1 FRET inh – human SENP1 catalytic domain inhibitors, primary screen, biochemical, FRET, uHTS. Sentrin-specific protease 1 (Homo sapiens), Q9P0U3. recombinant SENP1 catalytic domain, CyPet-SUMO1-YPet FRET cleavage. inhibition, % at 10 µM. 360,000 compounds, 0.21% hits. AID 624204, 2012;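 active = inhibition at least 30% at 10 µM, raw YFP signal under a set limit, fluorescence ratio 0.5 to 1.5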;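 also: 0% = enzyme with DMSO and 100% = no enzyme wells; some results filed as inactive read as strong as hits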
Target sequence (Q9P0U3 419-644 limits assumed): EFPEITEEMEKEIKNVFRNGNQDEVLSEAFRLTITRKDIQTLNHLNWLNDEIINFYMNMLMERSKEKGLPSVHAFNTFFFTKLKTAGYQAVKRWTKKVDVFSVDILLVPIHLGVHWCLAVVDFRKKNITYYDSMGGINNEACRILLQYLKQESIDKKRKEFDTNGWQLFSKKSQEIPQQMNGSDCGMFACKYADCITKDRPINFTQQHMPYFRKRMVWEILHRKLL
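Assay system – human recombinant His6-tagged SENP1 catalytic domain enzyme · Input – SENP1 enzyme, 20 pM final · Buffer or medium – Tris pH 8 buffer plus EDTA, NaCl, BME, BSA, NP40, catalase · Schedule – 50 min reaction at room temperature · Technique – FRET read of cyan and yellow fluorescence · Control set – no-enzyme wells low, DMSO-plus-enzyme wells high control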
Starred values were filed as active, the others as inactive.

SENP1 FRET inh	SMILES
-0.5	CC1=C(C(=O)N2CCCCCC2)CC(CC(=O)NCCN2CCOCC2)C(=O)N1CCC1=CCCCC1 (stereo not given)
1.0	Cc1ccc(Cn2cc(CN3CC(N4CCN(Cc5cccc(C)c5)CC4)CS3(=O)=O)nn2)cc1 (stereo not given)
1.4	O=C(c1cccc(Cl)c1)N1CCC2CC1c1cc(-c3ccc(F)cc3)ccc12 (stereo not given)
0.2	O=c1cc(O)cc2n1CCC2
1.0	CCNC(=S)Nc1cc(OCC)c(NC(=O)c2cccs2)cc1OCC
2.6	Cc1ccc(S(=O)(=O)N2C[C@H]3C(=O)C[C@@H](c4ccccc4)N(S(=O)(=O)c4ccccc4)[C@H]3C[C@H]2c2ccccc2)cc1
0.3	COc1cc(F)ccc1-c1csc(C(C)(O)c2ccc(F)c(F)c2)n1 (stereo not given)
2.8	O=[N+]([O-])c1ccc(CS(=O)(=O)c2ccc(Cl)cc2)cc1
-48.4	FC(F)(F)c1ccccc1Cc1c(-c2ccc(Cl)cc2)nc2c3ccccc3ccn12
1.4	CCCNC(=O)c1cc(C2CCCN(C(=O)c3ccc4c(c3)CCO4)C2)on1 (stereo not given)
0.0	CC1(C(=O)Nc2nccs2)CCN1C(=O)C1(c2ccccc2)CC1 (stereo not given)
3.2	O=C(c1ccc(Cl)cc1)N1CCN(c2ccnc3cc(Cl)ccc23)CC1
-20.4	COC(=O)C1=CN(C)C=C(C(=O)OC)C1c1ccsc1
-0.4	Cc1ccc(C(=O)/C=C\C(=O)c2ccc(C)cc2)cc1
0.5	C=CCN(Cc1ccc(Br)s1)C(=O)c1ccc(OCc2c(C)noc2C)cc1
2.9	COc1ccc(S(=O)(=O)N2CCCC(C(=O)NCc3cccnc3)C2)cc1C (stereo not given)
-0.3	CCc1nc2c(OCc3cc(Cl)cc(Cl)c3)cccn2c1N(C)C(=O)CC(C)C
-27.4	Nc1ccccc1-c1n[nH]c(=S)s1
0.7	N#Cc1c(-c2ccccc2)nc(SCC(=O)N(c2ccccc2)c2ccccc2)[nH]c1=O
2.8	CCCCNC(=O)C1C(c2ccc(C(F)(F)F)cc2)=Nc2ccccc2N1C(=O)c1cccc(C(F)(F)F)c1 (stereo not given)
-0.2	COc1ccc(NC(=O)c2sc(=O)n(Cc3ccc4ccccc4c3)c2C)cc1OC
9.0	COc1cccc(C(N)c2nc(-c3csc4ccccc34)cs2)c1 (stereo not given)
0.2	Cc1ccc(Nc2c(O)nc[nH]c2=O)cc1
4.0	Cc1ccc(C(=Cc2ccc([N+](=O)[O-])cc2)C(=O)O)cc1
0.5	C[C@@H]1CN([C@@H](C)CO)C(=O)CCCn2cc(nn2)CO[C@H]1CN(C)S(=O)(=O)c1cccc(C#N)c1
2.6	CC(C)NC(=O)c1cc(C2CCCCN2C(=O)c2cc(C(C)(C)C)nn2C)on1 (stereo not given)
-0.9	Cc1cn([C@H]2C[C@H](O)[C@@H](CNCc3cccn3-c3nccs3)O2)c(=O)[nH]c1=O
1.1	CCN1C(=O)[C@H]2[C@@H](c3ccc(OC)cc3)N[C@]3(CCCN(Cc4ccc(OC)cc4)C3=O)[C@H]2C1=O
2.3	CC(=O)Nc1cccc(OCCOc2cccc([N+](=O)[O-])c2)c1
2.4	COc1ccccc1CNc1nc(Nc2ccccc2Cl)c2sccc2n1
-0.4	COc1ccc(-c2nc(CN3CCC(C(=O)NC4CCCc5ccccc54)CC3)c(C)o2)cc1OC (stereo not given)
-4.0	CCCn1c(=O)c2c(C(=O)OCC)cc(-c3ccco3)nc2n(CCC)c1=O
1.7	O=C(NCC(F)(F)F)c1[nH]c(C(F)(F)F)nc1-c1ccccc1
-0.5	CCN(CC)Cc1ccccc1Sc1ccccc1
0.6	C=CCNC(=O)/C(C#N)=C/c1ccc(OS(=O)(=O)c2ccc(C)cc2)c(OC)c1
-2.5	Cc1[nH]c2ccccc2c1C(=O)c1cc([C@H](NC(=O)OC(C)(C)C)C(C)C)sc1N
3.2	Cc1ccc(S(=O)(=O)CCC(=O)OCC(=O)NCc2ccc(F)cc2)cc1
-1.9	CCc1nc2ccc(C(=O)NCCOc3ccc(OC)cc3)cn2c1N(C=O)Cc1ccc(OC)cc1
0.5	Cc1ccc(NC(=O)c2ncn(CCCNCC(C)c3ccccc3)n2)cc1C (stereo not given)
1.0	CCOC1CCCc2oc(-c3ccc(OC)cc3)c(C(=O)NCCCCO)c21 (stereo not given)
2.6	COC(=O)C[C@H]1CC[C@@H](NS(=O)(=O)c2ccccc2)[C@@H](CO)O1
-0.4	CC1=C(C(=O)N(C)C)CC(CC(=O)NCc2cccc3ccccc23)C(=O)N1Cc1ccccc1 (stereo not given)
-0.3	COc1ccc(Cl)cc1C=CC=NNS(=O)(=O)c1ccc(C)cc1
0.9	CC(=O)Nc1ccc(Nc2nccc(C)n2)cc1
-5.2	COCCNC(=O)C(=O)NCC1CCCN1S(=O)(=O)c1cccs1 (stereo not given)
-5.6	COC(=O)C1=C/CCCN(C(c2ccccc2)c2ccccc2)/C=C\1C(=O)OC
-0.1	O=C(Cc1ccc(NC(=O)C2CCN(C(=O)c3ccccc3)CC2)cc1)Nc1ccc(C(=O)N2CCOCC2)cc1
0.0	C[C@H](CO)N1C[C@H](C)[C@H](CN(C)S(=O)(=O)c2cccc(F)c2)Oc2ncc(-c3cccc(C(=O)N(C)C)c3)cc2C1=O
3.3	CC(=O)c1cccc(NC(=O)C2(C)Cc3c(-c4cccc(C(F)(F)F)c4)ccnc3O2)c1 (stereo not given)
1.3	CC1(C(=O)Nc2ccc(Cl)c(Cl)c2)CCN1C(=O)CCC1CCCC1 (stereo not given)

Sorted by value in SENP1 FRET inh (ascending): six of the compounds above
SENP1 FRET inh	SMILES
-5.6	COC(=O)C1=C/CCCN(C(c2ccccc2)c2ccccc2)/C=C\1C(=O)OC
-5.2	COCCNC(=O)C(=O)NCC1CCCN1S(=O)(=O)c1cccs1 (stereo not given)
-0.4	CC1=C(C(=O)N(C)C)CC(CC(=O)NCc2cccc3ccccc23)C(=O)N1Cc1ccccc1 (stereo not given)
-0.3	COc1ccc(Cl)cc1C=CC=NNS(=O)(=O)c1ccc(C)cc1
-0.1	O=C(Cc1ccc(NC(=O)C2CCN(C(=O)c3ccccc3)CC2)cc1)Nc1ccc(C(=O)N2CCOCC2)cc1
0.9	CC(=O)Nc1ccc(Nc2nccc(C)n2)cc1

(list continues)
SENP1 FRET inh	SMILES
1.4	Cc1ccc(NC(=O)c2cc(S(=O)(=O)N3CCCCC3)ccc2N2CCOCC2)cc1S(=O)(=O)N(C)C
0.1	Cc1ccccc1Cn1c(C)c(C(=O)NCC(C)C)sc1=O
2.1	O=C(NCc1ccccc1F)Nc1nnc([C@H]2C[C@H](O)[C@@H](CO)O2)s1
-34.9	COc1ccc(C2=CC(=O)C[C@H](CN3C(=O)c4ccccc4C3=O)N(C(=O)OC(C)(C)C)O2)cc1
1.8	CCC(=O)N1CCc2cc(Br)c(S(=O)(=O)CCC(=O)NCCc3ccccc3)cc21
1.5	O=C1CC[C@@H]2CC(N3CCN(c4ccccc4)CC3)C[C@@H]3CCN1[C@H]23 (stereo not given in full)
0.8	COc1ccc(C(=O)NC(C(=O)N2CCN(C/C=C/c3ccccc3)CC2)C(C)C)cc1 (stereo not given)
2.3	Cc1nc(C(F)(F)F)ccc1C(=O)N1CCCC(C(=O)O)CC1 (stereo not given)
1.8	O=C(NCCC1=CCCCC1)C1CCN(S(=O)(=O)c2ccc(-n3cnnn3)cc2)CC1
1.9	O=S1(=O)CC(N2CCCCC2)CN1Cc1cn(Cc2ccccc2)nn1 (stereo not given)
0.7	CC1CN(Cc2cnc(Cl)s2)CC(C)O1 (stereo not given)
2.2	COc1ccccc1CNc1nc(NC(C)C)nc2ccsc12
-1.4	Cc1cn([C@H]2C[C@H](O)[C@@H](CNC=O)O2)c(=O)[nH]c1=O
3.3	CC1(C(=O)NS(=O)(=O)c2ccccc2Cl)CCN1C(=O)C1(c2ccc(Cl)cc2)CCC1 (stereo not given)
1.2	N#Cc1ccc(-c2nc3ccc(Br)cn3c2Cc2ccsc2)cc1
0.1	CCC1(c2ccccc2)SC(N)=NC1=O (stereo not given)
-8.9	COc1ccc(C(C)=O)cc1CC1(C)C(=O)Nc2ccc(-c3ccccc3OC)cc21 (stereo not given)
2.1	O=C(CCCN1CCN(c2ccccc2)CC1)c1ccc(F)cc1
-4.8	CCNC(=O)/C(C#N)=C/c1c(N2CCN(Cc3ccc4c(c3)OCO4)CC2)nc2c(C)cccn2c1=O
-0.6	CN(C)c1ccc(CNC(=O)C2(C)Cc3c(-c4ccccc4)ccnc3O2)cc1 (stereo not given)
5.6	Nc1ccc(Oc2ccc(N)c([N+](=O)[O-])c2)cc1[N+](=O)[O-]
1.6	O=C(O)c1ccccc1C=NNc1ccccn1
0.2	CC(=O)Nc1ccc(-c2ccnc3c2CC(C)(C(=O)NCc2ccc(F)c(F)c2)O3)cc1 (stereo not given)
0.7	C[C@H]1CN([C@@H](C)CO)C(=O)c2cc(Br)cnc2O[C@H]1CN(C)S(=O)(=O)c1cccs1
-0.7	CCCCNC(=O)C1(C)CCCCN1C(=O)c1csnn1 (stereo not given)
1.1	CN(C)C(=O)c1ccc(N=Nc2c(O)c3ccccc3[nH]c2=O)cc1
-0.9	CC12CCC(=O)N1C(C(=O)Nc1ccccc1N1CCCC1)CS2 (stereo not given)
0.6	COc1cccc(NC(=O)C2(C)CCN2C(C)C)c1OC (stereo not given)
-1.7	O[C@H]1C[C@H](c2ccccc2)N(Cc2cccs2)C[C@@H]1n1cc(-c2ccc(F)cc2)nn1
2.2	CSc1ccc(NC(=O)C2(C)CCN2C(=O)c2ccccc2CCc2ccccc2)cc1 (stereo not given)
2.2	CCC1(CC)C(C#N)C(=O)NC(=O)C1C#N (stereo not given)
-1.3	O=C(C[C@H]1C[C@@H]2c3cc(NC(=O)c4ccc5c(c4)OCO5)ccc3O[C@@H]2[C@H](CO)O1)NCc1cc(F)ccc1F
0.9	O=C(NCc1cccnc1)c1cc(C(=O)NCc2cccnc2)cc([N+](=O)[O-])c1
1.5	CC1(C(=O)NCC2CCCCC2)CCN1CCc1ccccc1 (stereo not given)
0.9	COc1ccc(NC(=O)c2cnc3ccccn3c2=O)c(OC)c1
0.5	COc1cc(CNC(=O)c2cnccn2)cc(OC)c1
-0.6	N#CC1(Nc2ccc(-c3ccc(Cl)cc3)cc2)CCCC1
2.8	O=C(NCc1ccccc1)c1nc(-c2c(F)cccc2F)oc1-c1ccccc1
-0.5	CCN(CC)C(=O)C1CCCN(Cc2cccc(Cl)c2)C1 (stereo not given)
0.7	O=C(c1cccc(Cl)c1)N1CCN(c2ccc3c(c2)C2CC3CCN2C(=O)OCc2ccccc2)CC1 (stereo not given)
6.2	O=C(NCc1ccccc1)N(Cc1cc2cc3c(cc2[nH]c1=O)OCCO3)CC1CCCO1 (stereo not given)
-11.6	O=CNc1cc(-c2cccc(F)c2)cn2c(-c3ccc(F)c(Cl)c3)cnc12
1.2	CC(C)[C@H](NC(=O)OC(C)(C)C)c1cc(C(=O)N2CCOCC2)c(N)s1
2.1	CC(=NO)c1ccc2c(c1)Cc1cc([N+](=O)[O-])ccc1-2
5.9	COC(=O)c1ccc2nc(-c3ccccc3)c(Cc3ccccc3OC)n2c1
1.7	CC1(C(=O)NCC2CC2)CCN1C(=O)C1(c2ccccc2)CC1 (stereo not given)
-3.7	CCc1nc2c(OCc3ccc(F)cc3)cccn2c1N(C)C(=O)c1ccncc1
0.4	CCOc1ccc(CN(C)C(=O)c2cccc(S(=O)(=O)Nc3ccccc3OC)c2)cc1OC
-1.4	CC(=O)NC1C(=O)N(CCN2CCOCC2)c2ccc(C)cc21 (stereo not given)
1.8	CN1CCN(C(=O)c2ccc(NC(=O)c3ccc(Br)o3)cc2)CC1

2 entries from above, tab-delimited.
SMILES	SENP1 FRET inh
CC1(C(=O)NCC2CC2)CCN1C(=O)C1(c2ccccc2)CC1 (stereo not given)	1.7
CCc1nc2c(OCc3ccc(F)cc3)cccn2c1N(C)C(=O)c1ccncc1	-3.7

(cont.)
SENP1 FRET inh	SMILES
-19.2	Cc1ccc(S(=O)(=O)N2CCN(c3nc(-c4cccs4)nc4ccccc34)CC2)cc1
0.3	CC(C(=O)O)(C1CCCCC1)C1(O)CCCCC1 (stereo not given)
-4.1	CCCCCCN1C[C@H](O)[C@@H](n2cc(COC(=O)c3ccccc3)nn2)C[C@@H]1c1ccc(C)cc1
-1.1	CC(C)Oc1ccc(C(=O)N2CCC(CCC(=O)NC3CC3)CC2)cc1
1.8	Cc1nc(C(F)(F)F)ccc1C(=O)Nc1ccc2ccccc2n1
-1.1	S=C(NCc1ccco1)N/N=C/c1ccc(Cl)cc1
0.1	CSCCC(NS(=O)(=O)Cc1ccccc1)C(=O)NNc1ccccc1 (stereo not given)
-1.1	CC(C)(C)c1csc(NC(=O)CCS(=O)(=O)c2ccc(F)cc2)n1
-10.2	O=C(CCc1nc2ccccc2c(=O)[nH]1)Nc1ccccc1N1CCCCC1
2.1	COc1cccc(C(NC(C)=O)c2nc(-c3ccccc3)cs2)c1 (stereo not given)
-1.3	CC(=O)c1cccc(NC(=O)c2cccc3c(-c4cnn(C)c4)coc23)c1
0.6	O=C(Oc1ccc(-c2ccccc2)cc1)c1ccco1
-3.2	OC[C@H]1O[C@@H](c2nc3ccc(-c4nc(-c5ccc(Br)cc5)no4)cc3[nH]2)C[C@@H]1O
1.8	CC(C)(C)C1CCN2CCCC(c3ccccc3)(C1)C2=O (stereo not given)
4.6	CCCc1cc(=O)oc2cc(OCC(=O)N3CC[C@@]4(O)CCCC[C@H]4C3)ccc12
-2.1	CC(=O)N1CCc2ccc(N)cc21
1.7	Cc1cscc(C)c1=S
-0.7	CN(CC(=O)Nc1ccc(Cl)c(C(F)(F)F)c1)C(=O)c1ccccc1SCC(=O)N1CCCC1
1.0	O=C1C=C(OCc2ccccc2)CN1

A portion of the library; the hit share may differ from the screen's.
